A549 tox: counter-screen for Nrf2 inhibitors: cytotoxicity in A549 cells; A549 ARE-Fluc cells, CellTiter-Fluor viability, 18-24 h; Potency, µM (series often up to 46 µM), without a hit: top-dose activity change, negative = cytotoxicity, usual class: inhibitors; 390,000 compounds, 0.16% hits; AID 504648; note: potency is the fitted concentration of half-maximal effect; % is set by controls: 0 for no effect and ±100 for the full control effect
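Cytotoxicity counterscreen: CellTiter-Fluor fluorescence was measured in A549 ARE_Fluc cells after 18-24 h of compound exposure in a concentration series. The subsequent BugLite luminescent read reports ARE-luciferase activity.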
HepG2 viability: kills HepG2 cells in TGF-b inhibitor counter-screen | HepG2 CAGA-GFP viability, ATP luminescence, 18 h | Potency, µM (doses to about 46.1 µM), without a hit: at the highest dose activity change, negative = cytotoxicity, actives largely listed as cytotoxic | 410,000 compounds, 0.76% hits; note: potency is the fitted concentration of half-maximal effect; some results filed as inactive show a strong effect at the top dose
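HepG2 CAGA-GFP cells (1000/well, DMEM with 1% FBS) received compound, then TGF-beta at 500 pg/mL final, and were incubated 18 hours at 37 degrees C. Viability was read by CellTiter-Glo luminescence. Media-only wells were set as complete cell-killing and DMSO as no toxicity.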
Nrf2 block: blocks Nrf2 signaling. A549 ARE-Fluc reporter, luciferase luminescence, 18-24 h. Potency, µM (titrated, usually from 46 µM), for inactives: at the top dose activity change, negative = inhibition, actives largely listed as inhibitors. 360,000 compounds, 2.1% hits. AID 504444; note: potency is the fitted concentration of half-maximal effect; % is set by controls: 0 for no effect and ±100 for the full control effect; nearly all actives have a fitted effect of over 60% in size
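In this cell-based qHTS, ARE-driven firefly luciferase in A549 cells reports Nrf2 activity; the luminescent signal after BugLite lysis is the measured value, with a prior CellTiter-Fluor read for cell health.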
Abeta yeast res: A-beta toxicity reversal in yeast | yeast expressing A-beta42, growth rescue, OD600, 48 h; response scale: 0% DMSO, 100% iron-clioquinol control | Potency, µM (series often up to 46.1 µM), without a hit: at the top dose growth rescue, usual class: activators | AID 1347071 | 410,000 compounds, 0.063% hits; note: potency is the fitted concentration of half-maximal effect; nearly all actives have a fitted effect of over 55% in size
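Growth rescue measured by 600 nm absorbance after 48 h yeast culture at 30 C with compound. Values normalized between DMSO and an equimolar ferric chloride plus clioquinol control.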
MmCpn inh: inhibitors of Methanococcus maripaludis chaperonin (MmCpn). 330,000 compounds, 0.031% hits. Potency, µM (series often up to 76.9 µM), for inactives: top-dose activity, negative = inhibition, most hits filed as inhibitors. AID 504842. purified Mm-Cpn ATPase, ADP Transcreener TR-FRET; note: potency is the fitted concentration of half-maximal effect; % is set by controls: 0 for no effect and ±100 for the full control effect; nearly all actives have a fitted effect of over 80% in size
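Quantitative HTS used 25 nM Mm-CPN and 10 uM ATP in magnesium/KCl Tris buffer, pH 7.4, with 1 mM DTT. Hydrolysis ran 30 min at 37°C; ADP was read by HTRF.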
TGFb inhibitor: blocks TGF-b signaling. 410,000 compounds, 1.2% hits. Potency, µM (doses to about 46.1 µM), without a hit: at the top dose activity, negative = inhibition, usual class: inhibitors. HepG2 CAGA-GFP TGF-b/SMAD3 reporter, GFP fluorescence, 18 h; TGF-beta stimulated, 500 pg/mL final; note: potency is the fitted concentration of half-maximal effect; % is set by controls: 0 for no effect and ±100 for the full control effect; nearly all actives have a fitted effect of over 65% in size
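Per well, imaged GFP fluorescence of HEPG2 CAGA-GFP cells gives the signal; cells get compound, then TGF-beta (500 pg/mL final), 18 h at 37 degrees C; %Activity versus -TGF-beta and +DMSO controls.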
Nrf2 ARE act: Nrf2 pathway activation; AREc32 ARE-luciferase reporter (MCF7-derived line), luminescence, 24 h; Potency, µM (top dose mostly 46.1 µM), for the others: at the highest dose activation, hits mostly activators; 410,000 compounds, 0.31% hits; AID 624171; note: potency is the fitted concentration of half-maximal effect; % of control where 0% means no effect; nearly all actives have a fitted effect of over 65% in size
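AREc32 cells carrying an ARE-driven firefly luciferase, 1000 cells/well in OPTI-MEM with 5% FBS, dosed after overnight attachment and incubated 24 hr at 37 deg C. Steady-Glo luminescence read after 30 min at RT.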
pAkt inh: Akt phosphorylation inhibition | Neuro2A IGF-stimulated pAkt S473 HTRF, 20 min; active compounds read low | activity change, % for hits at 50 µM | 360,000 compounds, 0.32% hits | AID 651550; in the data active = activity change below about -80%; inconclusive = mostly about -51% to -80%; note: % is set by controls: 0 for no effect and ±100 for the full control effect
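Single-point screen (50 µM final compound) in Neuro2A cells stimulated 20 min with 6 nM IGF at 37 deg C. After lysis, Ser473-phosphorylated Akt read by HTRF (ex 330 nm, em 615/665 nm) as the 665/615 ratio.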
CCT chaperon mod: modulators of cytosolic chaperonin (CCT/TRiC) activity; 360,000 compounds, 0.3% hits; activity change, % (concentration not given with the values), hits read low; purified chaperonin ATPase assay, HTRF ADP detection, 30 min; in the data active = activity change below about -30%; note: % is set by controls: 0 for no effect and ±100 for the full control effect
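ATPase activity: ADP formed was measured by HTRF Transcreener (665/615 nm ratio) after 30 min at 37 deg C with 10 uM ATP. Compounds screened at one 76 uM concentration against 40 or 20 nM TRiC in Tris pH 7.4/KCl/MgCl2/DTT buffer.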
Starred values were filed as active, the others as inactive; i = inactive; u = inconclusive; x = no result given; & = joins results of further samples; [ ] = another dose, or the depositor's remark. Unless noted, calls come from the whole dose curve; as a rule, active = well fitted curve in the direction sought with a large enough effect; inconclusive = small, poorly fitted or top-dose-only effect, or another doubt; inactive = no such curve, though single readings can be large; an effect the other way counts as inactive or inconclusive.

SMILES	A549 tox	HepG2 viability	Nrf2 block	Abeta yeast res	MmCpn inh	TGFb inhibitor	Nrf2 ARE act	pAkt inh	CCT chaperon mod
C#CCOCCOCCOCCNc1nc(N2CCN(C(=O)CCCCCCCCCCNC(=O)Cn3cc(C[C@@H](C)O)nn3)CC2)nc(N2CCN(C(=O)CCCCCCCCCCNC(=O)[C@H](CCCCN)n3cc(CCCC(=O)O)nn3)CC2)n1	4%	-5%	4%	-3%	-1%	-8%	0.4%	i	-2.2
COc1cccc(CCC(=O)N(C)C2CCCN(Cc3ccccc3F)C2)c1 (stereo not given)	7%	-3%	-11%	6%	-1%	-11%	-0.6%	i	-2.0
Nc1nnc(SCc2c(F)cccc2Cl)s1	0%	1%	-6%	-14%	0%	26%	-0.3%	i	2.2
O=C1CC[C@H](O)CCN1CCSc1ccc(Br)cc1	10%	3%&-1%	30%	-6%	1%	9%&-8%	0.1%	i	1.8
COc1ccc(CCCC(=O)N/N=C/c2cccc(OC)c2O)cc1C	8%	-15%	3%	7%	-1%	u	1.6%	i	0.8
COc1cc(/C=C/C(=O)OCC(=O)c2ccc[nH]2)cc(OC)c1OC	0%	3%	3%	8%	0%	-1%	2.3%	i	-9.8
COc1cccc2sc(N(CCCN(C)C)C(=O)CCS(=O)(=O)c3ccccc3)nc12	4%	3.5µM*	-28%	1%	-7%	1.1µM*	-5.2%	i	0.5
Cc1c(NS(=O)(=O)c2ccc(N(C)C3CCCCC3)c([N+](=O)[O-])c2)c(=O)n(-c2ccccc2)n1C	-8%	7%	-1%	-16%	4%	-8%	-0.6%	i	-1.5
Cc1ccc(N(CC(=O)NC2CCCCC2)C(=O)CCCC(=O)Nc2ccccn2)cc1	-2%	4%	2%	-2%	-4%	-6%	0.1%	i	1.2
COC(=O)c1cc(NC(=O)CC2Oc3ccccc3NC2=O)cc(C(=O)OC)c1 (stereo not given)	-5%	2%	u	5%	0%	-12%	0.6%	i	-3.7
CCCC(C)C(=O)Nc1ccc(C(N)=O)cc1 (stereo not given)	0%	1%	2%	-2%	0%	-2%	-0.4%	i	0.8
O=C(CN1CCCCC1)NNC(=O)c1ccc([N+](=O)[O-])cc1	4%	13%	u	3%	4%	20%	-0.6%	i	-1.0
Cc1cccc(-n2c(C)cc(/C=N/O)c2C)c1	-1%	-15%	-11%	11%	2%	-20%	0.1%	i	-2.1
COc1cccc(NC(=O)Cn2c(=O)n(CCC(=O)NCc3ccccc3OC)c(=O)c3ccccc32)c1	1%	-21%	-2%	-2%	x	u	0.3%	x	x
Cc1ccccc1SCC(=O)NC1CCOC1=O (stereo not given)	-7%	-11%	5%	5%	u	-4%	-0.5%	i	0.8
[N-]=[N+]=NC1c2ccccc2C(=O)N1Cc1ccccc1 (stereo not given)	-4%	5%	6%	3%	2%	-1%	0.4%	i	0.5
O=C(CN1CCN(Cc2ccccc2)CC1)Nc1cccc(S(=O)(=O)N2CCCCCC2)c1	-3%	-36%	u	2%	-3%	u	6.6%	i	-1.8
Cc1cccc(C)c1NC(=O)CSc1nc(N2CCOCC2)nc(N2CCOCC2)n1	-1%	6%	0%	-1%	-3%	1%	-0.3%	i	1.3
C=CCNC(=S)Nc1sc2c(c1C(=O)OCC)CCN(C(=O)OCC)C2	0%	-27%	-3%	0%	x	-15%	4.6%	i	-1.2
O=C1CC(=O)C(n2cncn2)C(c2ccc(Cl)cc2Cl)C1 (stereo not given)	-20%	3%	1%	u	3%	17%	0.4%	i	-1.1
CC(C)NC(=O)c1ccccc1NS(=O)(=O)c1ccc(Br)s1	-5%	-6%	u	-10%	0%	u	0.0%	i	-2.4
CCOC(=O)[C@H]1[C@H]2COc3cc(OC)ccc3[C@@H]2N2C(=O)N(c3cccc(Cl)c3)C(=O)[C@@]12C	-1%	-29%	-23%	4%	1%	1%	4.1%	i	-0.7
C=CCn1cc(C(=O)OC)c(=O)c2cc(S(=O)(=O)N3CCCCCC3)ccc21	1%	4%	-10%	1%	0%	3%	0.3%	i	3.3
CCO[C@H]1OC(C(=O)NC2CC2)=C[C@@H](C)[C@@H]1CCCO	11%	2%	5%	2%	x	-12%	-0.5%	i	0.4

Ordered by length of the SMILES (largest number first): part of the list above.
SMILES	A549 tox	HepG2 viability	Nrf2 block	Abeta yeast res	MmCpn inh	TGFb inhibitor	Nrf2 ARE act	pAkt inh	CCT chaperon mod
O=C(CN1CCN(Cc2ccccc2)CC1)Nc1cccc(S(=O)(=O)N2CCCCCC2)c1	-3%	-36%	u	2%	-3%	u	6.6%	i	-1.8
Cc1cccc(C)c1NC(=O)CSc1nc(N2CCOCC2)nc(N2CCOCC2)n1	-1%	6%	0%	-1%	-3%	1%	-0.3%	i	1.3
Cc1ccccc1SCC(=O)NC1CCOC1=O (stereo not given)	-7%	-11%	5%	5%	u	-4%	-0.5%	i	0.8

Back to the main list; the three compounds before the break are reprinted first.
SMILES	A549 tox	HepG2 viability	Nrf2 block	Abeta yeast res	MmCpn inh	TGFb inhibitor	Nrf2 ARE act	pAkt inh	CCT chaperon mod
CCOC(=O)[C@H]1[C@H]2COc3cc(OC)ccc3[C@@H]2N2C(=O)N(c3cccc(Cl)c3)C(=O)[C@@]12C	-1%	-29%	-23%	4%	1%	1%	4.1%	i	-0.7
C=CCn1cc(C(=O)OC)c(=O)c2cc(S(=O)(=O)N3CCCCCC3)ccc21	1%	4%	-10%	1%	0%	3%	0.3%	i	3.3
CCO[C@H]1OC(C(=O)NC2CC2)=C[C@@H](C)[C@@H]1CCCO	11%	2%	5%	2%	x	-12%	-0.5%	i	0.4
CS(=O)(=O)Nc1ccc(-c2ccc(/C=C3\SC(N)=NC3=O)o2)cc1	-11%	-8%	6%	-14%	2%	-9%	8.0%	i	-0.9
C[C@H](NC(=O)OC(C)(C)C)c1nnc(SCC(=O)Nc2ccc(Br)cc2)o1	x	-3%	u	2%	-2%	-17%	0.6%	i	0.3
O=[N+]([O-])c1ccc2nc(SCc3cn4ccccc4n3)[nH]c2c1	-1%	-5%	-17%	0%	3%	-9%	4.9%	i	0.6
COc1ccc(N2CC(O)=C(c3nc(-c4ccc(Cl)cc4)cs3)C2=N)cc1	-5%	-18%	-5%	14%	-1%	-20%	5.5%	i	-5.0
CN(C(=O)COC(=O)Cn1cnc2ccccc21)C1CCCCC1	5%	10%	-2%	-8%	-1%	-4%	0.0%	i	-0.7
COc1ccc2c(c1)NC1(O)c3ccccc3C(=O)C21O (stereo not given)	11%	2%	4%	3%	1%	9%	-0.5%	i	0.8
O=C(O)c1cnc(-c2ccccc2)nc1Oc1ccc(Cl)cc1	-6%	-4%	-28%	-16%	1%	-29%	8.2%	i	-3.7
Cc1cccc(-c2nc3c(c(SCC(=O)N4CCOCC4)n2)CCCC3)c1	3%	-19%	-14%	0%	-1%	-2%	1.4%	i	-5.2
COc1ccc(Br)cc1-c1noc(-c2ccncc2)n1	-8%	-61%	4%	3%	1%	28%	18%	i	-9.5
COc1ccc(-c2nn(-c3ccccc3)cc2/C=C/C(=O)N2CCOCC2)cc1OC	-2%	-16%	-10%	-2%	u	-2%	-0.1%[9.22 µM]	i	-1.2
O=[N+]([O-])c1ccc(S(=O)(=O)c2ccccc2)nc1	-20%	14µM*	u	-73%[inhibitor]	1%	2.5µM*	-1.9%	i	0.2
N#CC1(C(N)=O)OC12CCS(=O)(=O)c1ccccc12 (stereo not given)	u	1%	11%	3%	x	5%	0.1%	i	1.0
Cc1cccc(-c2nnc(NC(=O)c3cccs3)s2)c1	-11%	0%	17%	-14%	-1%	6%	u	i	1.2
Cc1ccccc1N1C(=O)c2ccccc2C1O (stereo not given)	-1%	-6%	u	-3%	u	0%	-0.1%	i	1.8
COC(=O)C1CCN(C(=O)COC(=O)c2ccc(OC)c(S(=O)(=O)N3CCCc4ccccc43)c2)CC1	5%	-11%	20%	-5%	2%	-10%	-0.4%	i	-1.6
O=C(CNCc1ccccc1)NC1C2CC3CC(C2)CC1C3 (stereo not given)	1%	-3%	u	-12%	1%	17%	2.5%	i	-0.2
COC(=O)[C@]12CCCCC=C1N(Cc1ccccc1)C(=O)[C@H](CC(=O)NCCC(C)C)C2	x	x	x	0%	x	x	1.3%	i	1.6
CCN(CC)c1ccc(C(=C2C=CC(=[N+](CC)CC)C=C2)c2ccccc2)cc1	9.2µM*	1.8µM*	1.3µM*	-86%[inhibitor]	x	u	-3.4%	i	0.7
CC(=O)c1ccc(NC(=O)CCc2c(C)nn(-c3ccc4nnc(C)n4n3)c2C)cc1	7%	6%	x	0%	x	26%	-0.1%	x	x
Cc1cc(C)c(C)c(OCC(=O)NCc2nc(-c3ccccc3)no2)c1	3%	13%	x	13%[9.22 µM]	0%	-5%	-0.3%	i	0.7
CCc1cc2c(=O)n(-c3ccccc3)c(SCC(=O)O)nc2s1	-16%	18%	-3%	1%	-5%	2%	0.3%	i	-7.1
O=C(O)c1ccccc1Nc1ccc2nonc2c1[N+](=O)[O-]	u	11%	4%	0%	-1%	12%	0.3%	i	0.5
N=c1c2c(-c3ccccc3)c(-c3ccccc3)n(Cc3ccco3)c2ncn1CCCN1CCOCC1	-8%	-41%	1%	0%	-7%	u	-0.1%	i	1.8
